L major viab: Leishmania major promastigote growth inhibition; Leishmania major promastigotes, resazurin fluorescence viability; inhibition, % at 10 µM; actives 9% (n = 200,000); AID 1063; in the data active = inhibition above about 50%;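 note: promastigotes grown with compound for 44 hours at 28 °C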
RAM inhibit: blocks the yeast RAM network; S. cerevisiae dse1pr::URA3 reporter, 5-FOA growth OD615, 2 d; analog-sensitive cbk1-as2 kinase mutant strain; inhibition, % at 50 µM; actives 1.8% (n = 190,000);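 active = inhibition above a set limit, 3 SD over mean compound inhibition, cut at about 8.4% in these data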;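 note: 0% = DMSO-only wells with no growth and 100% = 10 µM 1-NA-PP1 full growth; inhibition rescues growth on 5-FOA so higher OD means more RAM inhibition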
PMI activator: activators of human phosphomannose isomerase; purified human PMI, coupled resazurin fluorescence, 20 min; stronger effect = higher value; 1 = vehicle control, 0 substrate-free wells; activation factor at 20 µM; actives 0.005% (n = 190,000);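 active = activation factor of 2 or more at 20 µM, relative to plate controls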
Redox H2O2 prof: compounds producing H2O2 with reducing agent – biochemical, NIH compound library profiling, artefact control for MLSCN library redox annotation, primary screen; DTT-dependent redox cycling H2O2, phenol red/HRP absorbance; 100% = 100 µM peroxide control, 0% = buffer; activation, % at 10 µM; actives 0.03% (n = 200,000); AID 878;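 active = activation of at least 50% relative to the plate's high and low controls in the primary single-dose screen; inactive = activation below 50%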;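 note: compound incubated with DTT at 0.8 mM final as the reducing agent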
TNAP inh hiacc: inhibitors of human TNAP at high phosphate acceptor concentration | P05186 | inhibition, % at 20 µM | AID 1135 | actives 0.03% (n = 200,000) | purified TNAP, CDP-star luminescence, 1 M DEA;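 active = over 50% inhibition of tissue-nonspecific alkaline phosphatase at 20 µM in the single-dose screen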;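 note: plate controls were DMSO wells for no effect and EDTA-quenched wells as full inhibition for full effect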
Target sequence (P05186 whole entry, looked up): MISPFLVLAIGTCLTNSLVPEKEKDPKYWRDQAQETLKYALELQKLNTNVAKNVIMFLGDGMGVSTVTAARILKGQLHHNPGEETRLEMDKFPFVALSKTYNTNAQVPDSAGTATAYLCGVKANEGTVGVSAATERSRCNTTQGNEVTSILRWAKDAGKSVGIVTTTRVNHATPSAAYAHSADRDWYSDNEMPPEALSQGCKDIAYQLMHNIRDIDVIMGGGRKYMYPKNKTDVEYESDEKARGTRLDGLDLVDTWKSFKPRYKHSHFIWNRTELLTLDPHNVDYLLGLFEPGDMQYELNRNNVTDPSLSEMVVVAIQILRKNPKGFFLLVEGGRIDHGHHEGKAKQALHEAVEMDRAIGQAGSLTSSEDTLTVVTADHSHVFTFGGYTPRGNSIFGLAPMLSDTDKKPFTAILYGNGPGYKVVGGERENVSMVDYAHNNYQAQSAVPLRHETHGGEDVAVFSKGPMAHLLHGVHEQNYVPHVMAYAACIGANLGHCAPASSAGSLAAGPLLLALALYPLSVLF
TNAP inh noacc: inhibitors of human TNAP without phosphate acceptor; AID 1012; purified TNAP, CDP-star luminescence, 30 min; P05186; inhibition, % at 20 µM; actives 0.26% (n = 200,000);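 active = tissue-nonspecific alkaline phosphatase inhibition above about 50% at 20 µM in the single-dose screen, limit read from the data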;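 note: 0% = DMSO negative control and 100% = EDTA positive control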
Hsp70 activator: switches on Hsp70 transcription. HeLa Hsp70 promoter luciferase reporter, luminescence; scaled: vehicle 0, proteasome-inhibitor control 100%. activation, % at 10 µM. actives 0.04% (n = 200,000). AID 1203;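 active = activation above the mean across all tested compounds plus 3 SD, cutoff set per campaign, cut at about 5.5% in these data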;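 note: 100% = MG132 at 30 µM as the positive control and 0% = DMSO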
PMI act hi M6P: PMI (human) activation, high substrate | P34949 | activation factor at 20 µM | actives 0.34% (n = 190,000) | AID 1216 | coupled PMI enzyme assay, resazurin fluorescence, 20 min; stronger effect = higher value; 1 = untreated enzyme, 0 = substrate-free blank;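 active = activation factor of 2 or more at 20 µM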
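Test system: human phosphomannose isomerase with PGI, G6PDH, diaphorase coupling enzymes / Doses: 20 µM compound, 1% DMSO / Times: enzyme reaction with compound 20 min at room temperature / Measured by: Diaphorase-driven resazurin-to-resorufin fluorescence, excitation 544, emission 590 nm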
Efa HMGR inh: blocks class II HMG-CoA reductase of Enterococcus faecalis; purified E. faecalis HMGR, NADPH absorbance 340 nm kinetic; inhibition, % at 10 µM; actives 0.41% (n = 190,000); AID 1066;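 active = inhibition above a set limit, the median over all tested compounds plus 3 SD, cut at about 9.5% in these data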;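 note: enzyme runs in reverse so mevalonate oxidation gives rising NADPH absorbance; 0% = complete reaction with DMSO and 100% = background rate lacking mevalonate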
S1P3 antagonist: antagonists of human S1P3 receptor; Q99500; CHO S1P3 NFAT-BLA reporter, FRET fluorescence, antagonist mode; inhibition, % at 4.98 µM; actives 0.27% (n = 170,000); AID 485;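 active = inhibition above the plate cutoff, the mean inhibition of test wells on that plate plus 3 SD, cut at about 28% in these data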;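 note: cells challenged with S1P at its EC80 of 0.8 µM; blue over green emission ratio from cleaved BLA substrate after 4 h stimulation; 0% = S1P-stimulated wells and 100% = unstimulated DMSO-only wells; some compounds past the cut are filed as inactive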
Target sequence (Q99500 whole entry, looked up): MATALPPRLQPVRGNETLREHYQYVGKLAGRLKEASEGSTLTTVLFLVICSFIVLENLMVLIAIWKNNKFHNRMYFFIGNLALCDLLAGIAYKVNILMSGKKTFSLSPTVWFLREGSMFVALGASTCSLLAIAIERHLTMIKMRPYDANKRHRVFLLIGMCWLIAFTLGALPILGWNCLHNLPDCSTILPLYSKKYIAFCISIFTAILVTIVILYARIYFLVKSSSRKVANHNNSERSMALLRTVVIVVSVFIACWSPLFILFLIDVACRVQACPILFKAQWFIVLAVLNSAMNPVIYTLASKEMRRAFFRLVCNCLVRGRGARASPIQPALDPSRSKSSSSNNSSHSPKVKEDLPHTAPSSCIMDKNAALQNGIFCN
Active calls of the source: *; x = not tested or not shown.

SMILES | L major viab | RAM inhibit | PMI activator | Redox H2O2 prof | TNAP inh hiacc | TNAP inh noacc | Hsp70 activator | PMI act hi M6P | Efa HMGR inh | S1P3 antagonist
CC(C)(C)NC(=O)NC(=O)COC(=O)Cc1c(Cl)cccc1Cl | 9 | 1.2 | 1.1 | -0.5 | -2 | 4 | -0.3 | 1.1 | -3 | 8
O=C(CSc1ccc2ccccc2n1)N1CCC(c2noc3ccc(F)cc23)CC1 | 6 | 1.0 | 0.9 | 11 | -3 | -12 | 0.1 | 0.9 | -11 | x
CCOC(=O)CN1C(=O)C(Sc2n[nH]c(-c3cccc(C)c3)n2)CCc2ccccc21 (stereo unspecified) | 49 | 5.6 | 0.9 | -4.6 | -7 | 9 | -0.3 | 0.9 | 1 | x
CCCCN1C(=O)CCC(C(=O)O)C1c1ccc(OC)cc1 (stereo unspecified) | 0 | 0.3 | 1.1 | -0.2 | -2 | -11 | -0.3 | 1.1 | 0 | -7
CC(=O)Nc1ccc(C(=O)CSc2nnnn2C(C)C)cc1 | -8 | 2.2 | 1.1 | -0.2 | -7 | -16 | -0.3 | 0.9 | -4 | -8
COc1ccccc1NC(=S)NCc1cccnc1 | 68* | 2.3 | 1 | 0.2 | -1 | -5 | -0.3 | 1.1 | 0 | -1
Cc1ccccc1Oc1nc2c(C)cccn2c(=O)c1/C=C(\C#N)C(=O)Nc1c(C)n(C)n(-c2ccccc2)c1=O | 10 | 0.4 | 1 | -0.2 | 1 | -6 | -0.2 | 1.1 | -2 | 5
Cc1ccc(-c2ccc(CCC(=O)O)n2NC(=O)c2cccs2)cc1 | -8 | -0.7 | 0.9 | 0.7 | -3 | -5 | -0.3 | 1.1 | 0 | 8
CCSC1=C(C#N)C(c2ccc(Cl)cc2)C2=C(CCCC2=O)N1 (stereo unspecified) | 95* | -0.8 | 0.8 | 4.8 | -5 | -11 | -0.5 | 0.8 | 5 | -10
CCOc1ccc(N2CC(C(=O)NCCc3ccc(OC)c(OC)c3)CC2=O)cc1 (stereo unspecified) | -5 | 3.0 | 1.1 | -0.4 | -4 | -12 | 0.0 | 1.1 | 0 | 16
COC(=O)c1cc(C#N)c(N2CCN(C)CC2)nc1C | -2 | 1.7 | 1 | -0.4 | -5 | -6 | -0.4 | 1 | -1 | -3
O=c1cc(-c2c(O)c3ccccc3n(Cc3ccccc3)c2=O)[nH][nH]1 | -4 | 4.9 | 1 | -1.1 | -4 | -25 | -0.1 | 1.2 | 5 | -7
O=C(Nc1ccccc1)OC1CC2CC1C1CCCC21 (stereo unspecified) | 2 | 1.0 | 0.8 | -1.2 | -3 | 2 | 0.0 | 0.9 | 1 | 16
CCCNC(=O)CC(NS(=O)(=O)c1ccc(OC)cc1)c1ccco1 (stereo unspecified) | -5 | 1.3 | 1.2 | -1.2 | -2 | 3 | 0.1 | 1.1 | -10 | -9
CC(NC(=O)C(CC(=O)OC(C)(C)C)NC(=O)OC(C)(C)C)C(N)=O (stereo unspecified) | 2 | -0.6 | 1 | 0.0 | -3 | -7 | -0.3 | 0.9 | 2 | 7
Clc1ccc(Cn2c(CN3CCCC3)nc3ccccc32)cc1 | 100* | 1.7 | 1.3 | -0.7 | -5 | -6 | -0.4 | 1.2 | -1 | -4
COc1ccc(-c2nnc(SCC(=O)N3CCCC3)o2)cc1OC | -4 | x | x | 0.8 | x | x | 0.7 | x | x | -25
O=C(CSc1c2c(nc3cc(Cl)ccc13)CCCC2)NCc1ccco1 | 39 | 2.0 | 1 | -0.6 | -4 | -2 | 0.2 | 1.1 | 0 | x
CCn1c(Cc2ccc(OC)cc2)nnc1SCC(=O)Nc1cccc(C(=O)OC)c1 | 22 | 1.4 | 1.2 | 0.1 | -1 | 1 | 0.1 | 1.2 | 1 | 13
COc1ccc(OCc2cccc(C(=O)Nc3ccc(CN4CCCCC4)cc3)c2)cc1 | 78* | 0.1 | 1 | 0.7 | 0 | -4 | -0.3 | 1 | 1 | -2
O=C(CCCN1C(=O)CCC1=O)Nc1ccc2c(c1)OCCO2 | 3 | -0.8 | 0.9 | -0.1 | 1 | -4 | 0.1 | 0.9 | -4 | -23
COc1ccc(CNS(=O)(=O)NCc2ccccc2)cc1OC | -2 | 0.4 | 1 | 0.2 | -6 | -11 | -0.5 | 1 | -5 | -14
NC(N)=NS(=O)(=O)c1ccc(NC(=S)NC(=O)c2ccc3c(c2)OCO3)cc1 | 0 | 9.1* | 0.9 | -0.5 | -1 | -10 | 0.1 | 0.9 | 1 | -17
CCOC(=O)CSc1ncc(-c2cccc(Cl)c2)cn1 | -4 | 1.2 | 1 | 2.4 | -2 | -10 | -0.2 | 1 | -4 | x
CCOC(=O)/C(=N/Nc1ccccc1)N1CCCc2ccccc21 | 5 | 1.6 | 1.5 | 0.4 | -3 | -21 | -0.6 | 2.4* | -2 | 5
O=C(Nc1cc(C(F)(F)F)ccc1N1CCOCC1)c1cccnc1 | -6 | 0.7 | 0.9 | 0.5 | 2 | -5 | 0.1 | 0.9 | -2 | 8
CC[n+]1ccc(C)c2cc(SC(F)(F)F)ccc21 | 0 | 1.1 | 1.2 | 0.4 | -2 | -9 | -0.4 | 1 | -5 | 10
COC(=O)C(CC(=O)c1ccc(Cl)cc1)c1ccc(C)cc1 (stereo unspecified) | -3 | 4.0 | 0.9 | 0.7 | -5 | -8 | -0.3 | 0.8 | -9 | x
CN1CCN(CCCNC(=O)c2ccc(/C=C3/Sc4ccccc4N(Cc4cccc(Cl)c4)C3=O)cc2)CC1 | 100* | -1.6 | 1 | 1.2 | -4 | 0 | 0.3 | 1.1 | -1 | 3
CCOc1ccc(CN2CCN(CCCn3cccn3)CC2CCO)cc1 (stereo unspecified) | 92* | 1.4 | 1 | 0.3 | -2 | 5 | -0.1 | 1.1 | -6 | -23
Clc1ccc(-c2nc3ccccn3c2CN2CCSCC2)cc1 | 77* | -0.4 | 0.9 | -1.2 | -5 | -8 | -0.1 | 1 | 6 | -19
Cc1cccc(-n2c(C)cc(/C=N/O)c2C)c1 | 37 | -0.1 | 1 | -0.3 | 1 | 20 | -0.3 | 1.1 | -3 | 0
C1=C(CCNCC2CCCCC2)CCCC1 | 92* | -0.7 | 1.1 | 3.2 | 12 | -9 | -0.4 | 1.1 | 0 | x
COc1ccc(C2(c3ccc(OC(C)=O)cc3OC(C)=O)CC(c3ccccc3)NC(=S)N2)cc1 (stereo unspecified) | -8 | 0.8 | 0.4 | -1.2 | -5 | -9 | -0.1 | 0.9 | -4 | 2
CCOc1ccc(/C=N/OCC(=O)Nc2cc(C)on2)cc1 | 60* | 2.2 | 1 | -0.4 | 0 | -3 | -0.2 | 1 | -1 | -9
OCC1(Cc2ccccc2)CCCN(Cc2ccn[nH]2)C1 (stereo unspecified) | 0 | 2.9 | 0.9 | -0.9 | 0 | -5 | -0.1 | 1 | -4 | -2

Given with tabs: five of the compounds above.
Structure	L major viab	RAM inhibit	PMI activator	Redox H2O2 prof	TNAP inh hiacc	TNAP inh noacc	Hsp70 activator	PMI act hi M6P	Efa HMGR inh	S1P3 antagonist
O=C(Nc1cc(C(F)(F)F)ccc1N1CCOCC1)c1cccnc1	-6	0.7	0.9	0.5	2	-5	0.1	0.9	-2	8
Clc1ccc(-c2nc3ccccn3c2CN2CCSCC2)cc1	77*	-0.4	0.9	-1.2	-5	-8	-0.1	1	6	-19
C1=C(CCNCC2CCCCC2)CCCC1	92*	-0.7	1.1	3.2	12	-9	-0.4	1.1	0	x
COc1ccc(C2(c3ccc(OC(C)=O)cc3OC(C)=O)CC(c3ccccc3)NC(=S)N2)cc1 (stereo unspecified)	-8	0.8	0.4	-1.2	-5	-9	-0.1	0.9	-4	2
CCOc1ccc(CN2CCN(CCCn3cccn3)CC2CCO)cc1 (stereo unspecified)	92*	1.4	1	0.3	-2	5	-0.1	1.1	-6	-23

(next part)
SMILES | L major viab | RAM inhibit | PMI activator | Redox H2O2 prof | TNAP inh hiacc | TNAP inh noacc | Hsp70 activator | PMI act hi M6P | Efa HMGR inh | S1P3 antagonist
CC(=O)Cc1nsc(NC(=O)c2ccc(-c3ccccc3Cl)o2)n1 | -1 | -1.9 | 0.9 | 1.3 | 1 | -4 | -0.3 | 1 | -11 | -19
Cc1cc(C)n(C2CC(=O)N(c3ccccc3)C2=O)n1 (stereo unspecified) | -1 | 0.4 | 0.9 | 2.3 | -3 | -11 | -0.3 | 0.9 | -19 | x
CCNC(=S)Nc1ccc(-c2nc3ccccc3[nH]2)cc1 | 3 | 1.0 | 1 | 0.3 | -4 | -6 | 0.2 | 1 | 6 | 6
Nc1n[nH]c(N)c1N=Nc1ccccc1 | 10 | 1.1 | 0.9 | -0.6 | 2 | -14 | -0.1 | 1 | -10 | -9
CC1(C)CC(=O)C(C(=S)Nc2ccc(F)cc2)=C(NCCN2CCOCC2)C1 | -1 | 1.7 | 0.9 | -0.4 | 0 | -5 | -0.2 | 0.8 | -8 | -7
COc1cccc(CNCCNC(=O)c2nonc2N)c1 | -7 | 1.2 | 1 | 0.1 | -3 | -8 | -0.2 | 1 | 1 | x
COC(=O)c1ccc(C)c(NC(=O)CN(c2cc(OC)ccc2OC)S(C)(=O)=O)c1 | 2 | 5.0 | 1 | -0.2 | -7 | -20 | -0.3 | 1 | -6 | 21
Cc1nn(C(C)C(=O)NC2C(=O)N3C(C(=O)O)=C(CSc4nnnn4C)CSC23)cc1Cl (stereo unspecified) | 3 | -0.9 | 1 | -1.6 | -4 | -14 | -0.3 | 1.1 | 2 | -21
Cc1nc2ccccn2c1C(=O)N/N=C/c1ccc(CNC(=O)C(=O)Nc2ccccc2)o1 | -1 | 0.1 | 1.1 | 0.0 | -2 | -43 | -0.3 | 1 | 3 | 8
CCCCCCCC1(C)NC(=O)N(c2ccccc2)N1 (stereo unspecified) | 7 | -2.6 | 0.9 | 10 | -9 | 0 | 0.2 | 0.9 | -4 | x
COc1cccc(OCCOCCOc2ccc(C)cc2[N+](=O)[O-])c1 | 3 | 2.7 | 1 | -0.3 | 4 | -10 | -0.2 | 1 | -7 | -9
COc1ccc(OC)c(S(=O)(=O)NC2CCCCC2)c1 | -5 | 1.2 | 0.9 | -0.1 | -2 | -6 | -0.2 | 1 | -2 | x

Screens: PubChem BioAssay, several laboratories
